IMPase cell inh: qHTS Assay for Identifying the Cell-Membrane Permeable IMPase Inhibitors; CHO-M1 cells, IP1 accumulation, HTRF TR-FRET ratio; 120,000 tested, under 10 active; inhibition (IP1 accumulation), % at 46.1 µM; active means well fitted curve in the direction sought with a large enough effect in the signal ratio, not every such curve was filed as active; inconclusive means small, poorly fitted or top-dose-only effect, or a change in a side signal; inactive means no such curve, though single readings can be large or run the other way; the % refers to the signal ratio;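 further: cells stimulated with carbachol in lithium chloride buffer; plate controls were DMSO basal wells for no effect and reference inhibitor wells for full effect; higher means more IMPase inhibition seen as more IP1 and lower FRET ratio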
Target sequence (P97697 whole entry, looked up): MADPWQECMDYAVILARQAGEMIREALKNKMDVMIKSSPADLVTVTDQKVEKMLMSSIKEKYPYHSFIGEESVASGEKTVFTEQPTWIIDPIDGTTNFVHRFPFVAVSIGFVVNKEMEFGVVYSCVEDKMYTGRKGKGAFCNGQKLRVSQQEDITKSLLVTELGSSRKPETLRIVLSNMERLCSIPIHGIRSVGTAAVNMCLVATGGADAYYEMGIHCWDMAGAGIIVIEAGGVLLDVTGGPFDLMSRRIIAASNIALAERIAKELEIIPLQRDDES
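Carbachol-driven Gq signalling in CHO-M1 cells (2000/well) generates IP1. Compounds that block IMPase raise IP1 and so reduce the FRET signal from Eu-anti-IP1 and d2-IP1 after a 10 min room-temperature lysis.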
ALOX15B inhib: qHTS Assay for Inhibitors of 15-hLO-2 (15-human lipoxygenase 2). purified 15hLO-2, xylenol orange hydroperoxide absorbance. Polyunsaturated fatty acid lipoxygenase ALOX15B (Homo sapiens), O15296. Potency, µM (titrated, usually from 57.1 µM), inactives show at the highest dose activity change, negative = inhibition, usual class: inhibitors. 0.56% of 110,000 active; further: potency means the concentration at half of the fitted maximal effect; nearly all actives have a fitted effect of over 60% in size; many of its hits are not listed in these tables
Target sequence (O15296 whole entry, looked up): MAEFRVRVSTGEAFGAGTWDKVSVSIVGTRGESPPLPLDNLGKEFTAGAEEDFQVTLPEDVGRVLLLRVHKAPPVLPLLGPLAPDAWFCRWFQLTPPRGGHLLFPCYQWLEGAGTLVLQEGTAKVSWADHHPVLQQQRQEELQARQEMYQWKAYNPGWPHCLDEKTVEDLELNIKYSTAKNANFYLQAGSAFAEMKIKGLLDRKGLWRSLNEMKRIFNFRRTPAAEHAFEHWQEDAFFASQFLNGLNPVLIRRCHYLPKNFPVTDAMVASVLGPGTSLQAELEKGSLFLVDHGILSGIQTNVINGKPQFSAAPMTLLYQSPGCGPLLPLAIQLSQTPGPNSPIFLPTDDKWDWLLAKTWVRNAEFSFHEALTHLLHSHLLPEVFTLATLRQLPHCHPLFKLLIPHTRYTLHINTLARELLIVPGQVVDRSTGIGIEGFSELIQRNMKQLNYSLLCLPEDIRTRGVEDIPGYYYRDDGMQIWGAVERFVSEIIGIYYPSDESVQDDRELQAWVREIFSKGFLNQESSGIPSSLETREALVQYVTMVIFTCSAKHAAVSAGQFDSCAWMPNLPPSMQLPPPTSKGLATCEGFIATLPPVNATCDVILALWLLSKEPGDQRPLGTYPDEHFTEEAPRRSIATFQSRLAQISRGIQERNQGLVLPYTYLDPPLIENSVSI
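Read-out: hydroperoxide product oxidises ferrous iron, measured as xylenol orange complex via the 573-to-405 nm absorbance ratio after 30 min. Reaction: 50 nM enzyme, 15 min compound preincubation, 45 uM arachidonic acid, 90 min RT, Hepes pH 7.5 with Triton X-100.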
ALOX12 inhib: qHTS Assay for Inhibitors of 12-hLO (12-human lipoxygenase); Polyunsaturated fatty acid lipoxygenase ALOX12 (Homo sapiens), P18054; purified 12-hLO, xylenol orange hydroperoxide absorbance; Potency, µM (top dose mostly 57.1 µM), inactives show top-dose activity change, negative = inhibition, usual class: inhibitors; 0.12% of 150,000 active; further: potency means the concentration at half of the fitted maximal effect; nearly all actives have a fitted effect of over 55% in size; many of its hits are not listed in these tables
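Xylenol orange chromogenic assay: hydroperoxide from 12hLO oxidises Fe(II), giving red-shifted Fe(III)-XO absorbance. Conditions: 150 nM enzyme, 40 uM arachidonic acid, 25 mM Hepes pH 7.0, 0.01% Triton X-100, 30 min, room temperature.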
PNC inhibitor: High Content Assay for Compounds that inhibit the Assembly of the Perinucleolar Compartment; 3.1% of 140,000 active; PC3M PTB-GFP, PNC prevalence imaging, 16 h; active compounds read low; AID 2417, 2010; activity change (PNC), negative = inhibition, % at 10 µM;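 active means readout at or below -70, meaning at least 70% loss of cells showing the perinucleolar compartment, a nuclear body marking cancer cells; inconclusive means readout between -30 and a set limit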;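 further: plate controls were DMSO wells for no effect and camptothecin positive control wells for full effect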
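PC3M cells stably expressing PTB-GFP, 750–1000 cells/well, treated 16 h at 37 °C with compound (23 nl of library stock), in duplicate. After paraformaldehyde fixation and Hoechst stain, imaged at 20x; PNC prevalence scored by image analysis.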
The depositor's hits bear a star; ? = inconclusive; . = not tested or not shown; & = joins results of further samples; [ ] = remark or other dose. Unless noted, the call rests on the fitted dose curve; in most records, active means well fitted curve in the direction sought with a large enough effect; inconclusive means small, poorly fitted or top-dose-only effect, or another doubt; inactive means no such curve, though single readings can be large; an effect the other way counts as inactive or inconclusive. Unless noted, on the % scale 0 is the no-effect control and ±100 the full control effect. The list is partial, so the mix of outcomes need not match the whole.

SMILES	IMPase cell inh	ALOX15B inhib	ALOX12 inhib	PNC inhibitor
O=C1C2C3CCC(C3)C2C(=O)N1CNc1ccccc1 (centres undefined)	.	.	-1%	-4
COc1cc2[nH]c(=S)n(NC(=O)CC(C)C)c(=O)c2cc1OC	13	1%	0%	8
c1ccc(C2[C@H]3CN(CC4CCCCC4)[C@H](c4ccccc4)C34CC2(c2cccnc2)C4)cc1 (some centres undefined)	.	31%[activator]	-6%	.
CCOc1ccc(-n2c(COc3ccccc3)nnc2SCC(N)=O)cc1	7	-3%	-4%	?
CC(=O)N1CCCc2cc(S(=O)(=O)N3CCC(C)CC3)ccc21	.	.	-7%	24
Clc1ccc(NC2=NCCC2)cc1Cl	-8	1%	-4%	-7
Cc1ccc(SCc2cc(=O)[nH]c(/N=C(\N)Nc3ccc(C)c(C)c3)n2)cc1	1	16%	6%	23
CCc1ccc(OCC(=O)NC(=S)Nc2ccc(C(C)=O)cc2)c(Br)c1	-1	4%	-2%	39
COC(=O)N1CC=CC1(C)C(=O)NCc1cc(F)cc(C(F)(F)F)c1 (centres undefined)	.	-1%	0%&-4%	49
O=C(c1cccnc1)N1CCN(S(=O)(=O)c2ccc3ccccc3c2)CC1	13	-1%	0%	-28
Cc1ccc(N)cc1CN1CCCC1=O	16	1%	-6%	9
O=C(OCC(=O)N1CCN(C(=O)c2ccco2)CC1)C1=COCCO1	1	0%	-1%	17
CC(=O)c1c(C(C)=O)c(C)n(-c2ccc(N)cc2)c1C	-1	-6%	0%	-15
CCCC[C@@H]1C[C@H]1C(NC(=O)c1ccccc1)c1ccc(C(=O)OC)cc1 (some centres undefined)	.	12%	-7%	.
CCC(C)NS(=O)(=O)c1ccc(OCC(=O)NCc2cccnc2)cc1 (centres undefined)	?	-5%	-5%	27
CC(C)CN1CCC2(CC1)CCN(S(=O)(=O)c1ccccc1)CC2	.	1%	-15%	.
OC1(c2ccc3c(c2)OCO3)CCN(Cc2ccccn2)CC1	-4	17%	1%	-13
Cc1ccc(C(=O)Nc2ccccc2NC(=O)c2ccc(C)o2)o1	0	2%	9%	7
COc1cccc(CN2C(=O)CN(C3CCCCC3)C(=O)C2c2ccc(F)cc2)c1 (centres undefined)	3	-4%	-6%	?
Cc1nc2ccccc2n1CCC(=O)O	0	0%	-4%	-4
CC(=O)c1cc(CC=C(C)C)c(O)c(CC=C(C)C)c1O	8	7%	-5%	-7
CCn1cc([N+](=O)[O-])c(C(=O)N2N=C(c3ccc(OC)cc3OC)CC2c2ccccc2O)n1 (centres undefined)	.	.	-18%	5
CCC1=C2CC[C@H]3C(=O)N(C)C(=O)[C@H]3[C@H]2[C@@]2(Cc3ccccc3)C(=NCCc3c[nH]c4ccccc34)OC(=O)N2C1=O	.	-4%	2%	.
O=C1Nc2cc(Cl)c(Cl)cc2N(O)N1c1ccccc1	-1	20%	2%	14
CCOC(=O)c1c(C)nc2sc(C(N)=O)c(N)c2c1-c1ccc(OC)cc1	0	-2%	-1%	41
CCCCCCCC1=CC2=CC(=O)C(C)(OC(C)=O)C(=O)C2=CN1CCc1ccccc1 (centres undefined)	.	.	-8%	-6
CC1CCN(c2nc3c(c(=O)[nH]c(=O)n3C)n2Cc2ccccc2)CC1	5	-8%	6%	2
O=C(O)c1cc(S(=O)(=O)N2CCOCC2)c(Sc2ccccn2)cc1Sc1ccccn1	9	-3%	1%	46
Cc1ccc2cc(C#N)c(N3CCCN(S(=O)(=O)c4ccccc4)CC3)nc2c1	-3	-16%	-12%	-10
CCOc1cc(/C=C\[N+](=O)[O-])ccc1OCC(=O)Nc1ccccc1C	6	?	-2%	41
Cn1nnnc1SCC(=O)N1CCOCC1	-8	.	-2%	-11
O=C(CN1CC(c2ccccc2)CC1=O)OCc1cccc(Br)c1 (centres undefined)	2	3%	1%	-25
CCOc1ccc(C(C(=O)Nc2ccc(F)cc2)N(C(=O)Cn2nnc3ccccc32)C2CC2)cc1 (centres undefined)	2	-11%	-4%	-18
O=[n+]1cc(-c2cccc3ccccc23)n([O-])c2c1CCC2	0	5%	-4%	6
CC(=O)c1nn(-c2cccc(Br)c2)cc1C(=O)c1ccc(C)cc1	5	0%	-1%	-2
CC1(c2cc([N+](=O)[O-])cc([N+](=O)[O-])c2)CC(C)(C)N(C(=O)c2ccccc2)c2ccccc21 (centres undefined)	8	-9%	-8%	-23
C=CCNC(=O)CN(c1ccc(OC)cc1OC)S(C)(=O)=O	0	0%	11%	-1
CC(C)NC(=O)CSc1nc2ccccc2n1CC(=O)N1CCc2ccccc21	-2	0%	2%	-4
CC1CCN(c2oc(-c3ccccc3Cl)nc2C#N)CC1	8	-3%	-12%	?
COC(=O)[C@@]1(Cc2ccc(OC)cc2)[C@H]2c3cc(C(=O)N4CCCC4)n(CCN4CCNC4=O)c3C[C@H]2CN1C(=O)c1ccccc1	.	.	-4%	53
CN(/N=C/C=C/c1ccccc1)C1=NS(=O)(=O)c2ccccc21	-2	.	-1%	93
COc1ccc(CCNC(=O)COc2ccc(-c3ccccc3)cc2)cc1OC	15	.	-1%	-23
O=C(Nc1ccc(Nc2ccccc2)cc1)C(Cl)Cl	.	.	-2%	-91*
COc1ccc(C(=O)c2ccc(OC)cc2O)c(O)c1	2	-5%	-17%	34
CCC(=O)Nc1nc2ccc(S(C)(=O)=O)cc2s1	-7	.	-1%	-100*
Cn1c(Sc2ccc(C(F)(F)F)cc2[N+](=O)[O-])nnc1-c1ccccc1	4	-25%	3%	?
N#Cc1ccccc1NC1=CC(=O)CCC1	-4	-4%	-1%	15
Nc1ccnc(Oc2ccc(F)cc2)c1	.	.	0%	1
CCOC(=O)CSc1nc2c([nH]c3ccccc32)c(=O)n1C	27	-4%	-2%	-14
O=C1Nc2ccccc2C1=Nc1cccc2ncccc12	.	-8%[11.4 µM]	1%[11.4 µM]	.
CCc1cc(=O)oc2cc(C)c(CN3CCCCC3)c(O)c12	-10	-29%	-14%	1
CC1=NN(C(=O)Cc2ccc(C)cc2)C(O)(c2cccnc2)C1 (centres undefined)	?	-5%	3%	19
COc1ccc(C(=O)N2CCC3(CCN(CC(C)C)CC3)CC2)cc1	.	-1%	-4%	.
O=C1c2ccccc2N[C@H](c2cc(Cl)cc(Cl)c2O)N1CCc1ccccn1	.	-6%[11.4 µM]	-2%[11.4 µM]	.
CCOc1ccc2nc(SCC(=O)NC3CCS(=O)(=O)C3)[nH]c2c1 (centres undefined)	9	9%	-3%	10
O=c1c2c(n3cnnc3n1-c1ccccc1)-c1ccccc1CC21CCCC1	.	.	-5%	19
CN(C)c1ccc(C2C3C(=O)N(c4ccc(C(=O)O)cc4)C(=O)C3ON2c2ccccc2)cc1 (centres undefined)	-17	28%	2%	12
c1ccc(NCn2cncn2)nc1	5	10%	1%	-18
O=C(c1cncc(Br)c1)N1CCCc2ccccc21	?	-4%	0%	-17
COc1ccc(CC(=O)NC(C)c2nnc(SCCOc3ccc(OC)cc3)n2C)cc1 (centres undefined)	0	-1%	1%	-8
(listing goes on)
SMILES	IMPase cell inh	ALOX15B inhib	ALOX12 inhib	PNC inhibitor
COc1ccccc1N1CCN(C(=O)Cc2cccs2)CC1	-2	-7%	-1%	33
CCCC(=O)Nc1nc(C)c(-c2csc(Nc3ccc(Cl)cc3)n2)s1	9	3%	?	8
CCN(CC)S(=O)(=O)c1cc(NS(=O)(=O)c2c(Cl)cccc2Cl)ccc1C	.	.	1%	5
CNC(=S)N/N=C(\C)c1cccc([N+](=O)[O-])c1	10	.	-7%	?
Cc1cccc(C)c1NC(=O)CSc1nnc(Cn2nnc(-c3ccccc3)n2)n1-c1ccccc1	-1	-8%	-7%	-29
Cn1c(Cc2ccccc2)nnc1SCC(=O)Nc1ccc2c(c1)OCCO2	-6	2%	2%	16
C/C(=N/Oc1nc(C)cc(C)n1)c1ccc(Br)cc1	3	0%	10%	22
CN(c1ccccc1)S(=O)(=O)c1cc(C(=O)Nc2nc3ccccc3[nH]2)ccc1Cl	13	.	2%	15
COc1ccc(-n2c(C)cc(C(=O)Cn3nnc4ccccc4c3=O)c2C)cc1	12	-9%	-5%	?
O=C(CCSCCc1ccccn1)Nc1cc(F)ccc1F	.	.	0%	6
CC1=C(C)CC(C(=O)NNC(=O)c2cccc(Cl)c2)C(C(=O)O)C1 (centres undefined)	.	.	1%	?
CCn1cc([N+](=O)[O-])c(C(=O)Nc2c(C)nn(Cc3cccc(F)c3)c2C)n1	.	.	2%	8
ONC(=Nc1ccc(Cl)cc1)c1ccccc1Cl	7	-3%	-7%	-14
O=C(O)c1c[nH]c2c(C(F)(F)F)cccc2c1=O	-4	-2%	-14%	46
CCN(CC)S(=O)(=O)c1ccc(NC(=O)c2cccc3c2C(=O)N(CCOC)C3)cc1	-5	.	-1%	2
COc1ccc(NC(=O)N2CC3(CCN(C(=O)c4cccc(F)c4)CC3)C2)cc1	.	9%	3%	.
O=C(N/N=C/c1ccc(N2CCOCC2)o1)c1cccc(F)c1	30	.	-1%	?
Cc1ccc(-c2ccc(CCC(=O)O)n2NC(=O)c2ccco2)cc1	-1	-9%	-4%	?
Cc1cc(C(=O)Cn2cncn2)c(C)n1CCc1ccc(F)cc1	-1	4%	-3%	2
COc1ccc(NC(=O)c2cc(-c3cccnc3)nc3ccc(C)cc23)cc1OC	2	-2%	5%	13
COc1ccc(CCNC(=O)CN2CCC(C(N)=O)CC2)cc1	-2	0%	-2%	?
CCCCNC(=O)CCCCCn1c(=O)[nH]c2cc(OC)c(OC)cc2c1=O	8	8%	-5%	-28
CCC(Sc1nc2ccccc2s1)C(=O)Nc1cc(C)on1 (centres undefined)	?	.	-11%	-16
COc1ccccc1-c1ccc(Nc2ccc(C(=O)N3CCOCC3)cc2)nn1	0	.	0%	164
COc1ccc2[nH]c(C)c(CCNC(=S)Nc3cccc(C)c3C)c2c1	.	.	-28%	-12
C=CCNC(=O)/C(C#N)=C/c1c(N2CC(C)OC(C)C2)nc2ccccn2c1=O (centres undefined)	.	.	-3%	?
N#CCC1c2ccccc2CCN1C(=O)Nc1ccc(C(F)(F)F)cc1 (centres undefined)	2	7%	-2%	13
O=S1(=O)CCC(NC(=S)Nc2ccc(Cl)cc2)C1 (centres undefined)	.	.	-3%	7
O=C(CSc1nc2ccccc2[nH]1)NCCc1ccc(Cl)cc1	.	.	-2%	25
CC(NC(=O)CSc1nc2sc3c(c2c(=O)n1-c1ccccc1)CCCC3)c1ccccc1 (centres undefined)	16	.	-2%	?
Cc1ccc(N2C(=N)/C(=C3/Nc4ccccc4S3)C(c3ccccc3)C2=O)cc1 (centres undefined)	3	.	3%	?
CCOC(=O)N1CCC(N2C(=O)c3ccccc3C2=O)CC1	4	.	-2%	?

Assay outcomes from PubChem.
